# HEK293 tox: qHTS of GLP-1 Receptor Inverse Agonists: Cytotox Screen. HEK293 cAMP-luciferase reporter cells, luminescence, 24 h. Potency, µM (highest dose often 38.3 µM), for the others: at the top dose activity change, negative = inhibition, hits mostly inhibitors. 410,000 compounds, 0.13% hits;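 note: loss of luciferase light is scored as toxicity; potency is the fitted concentration of half-maximal effect; % is set by controls: 0 for no effect and ±100 for the full control effect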
#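 Step one: seed cells (200 cells/uL, DMEM with 10% Nu serum, 1% pen-strep). Step two: 12-hour incubation at 37 deg C. Step three: pin 23 nL compound, incubate 24 hr. Step four: add luciferase reagent, read luminescence 12 min later.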
# KB-V1 MDR tox: qHTS assay for MDR1-selective chemotherapeutics: Primary screen using the drug-selected MDR subline cells KB-V1 | KB-V1 MDR cells viability, CellTiter-Glo, 72 h | Potency, µM (doses to about 46.1 µM), without a hit: at the highest dose activity change, negative = cytotoxicity, most hits filed as cytotoxic | AID 1347076, 2019 | 400,000 compounds, 3.4% hits; note: potency is the fitted concentration of half-maximal effect; % is set by controls: 0 for no effect and ±100 for the full control effect; nearly all actives have a fitted effect of over 60% in size
#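 Drug-selected KB-V1 cells, grown in DMEM lacking phenol red with 10% FBS, receive compound titrations; after three days at 37 degrees C, surviving cell ATP is quantified by CellTiter-Glo luminescence and responses normalized and curve-fitted.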
# HT1080 IDH1KD tx: qHTS for induction of synthetic lethality in tumor cells producing 2HG: qHTS for the HT-1080-IDH1KD cell line. HT-1080 IDH1 knockdown viability, ATP luminescence, 48 h. Potency, µM (top dose mostly 46.1 µM), for inactives: at the top dose activity, negative = toxicity, most hits filed as cytotoxic. 360,000 compounds, 2% hits;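 note: potency is the fitted concentration of half-maximal effect; 0% = DMSO wells and -100% = cell-free medium wells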
#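 Knockdown cells (IDH1KD HT-1080) received compounds 2 h after plating at 750 cells/well and were kept 48 h at 37 °C in 5% FBS RPMI. A CellTiter-Glo luminescence read gave % activity for curve fitting.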
# DRD3 agonist: qHTS of D3 Dopamine Receptor Agonist: qHTS; D3R DiscoveRx beta-arrestin cells, luminescence, 90 min; AID 652048, 2013; D(3) dopamine receptor (Homo sapiens), P35462; 410,000 compounds, 0.58% hits; max activation, %; in the data active = max activation above about 30%; note: 0% is about no effect; mostly tested at two doses, the higher about 12 µM
# Target sequence (P35462 whole entry, looked up): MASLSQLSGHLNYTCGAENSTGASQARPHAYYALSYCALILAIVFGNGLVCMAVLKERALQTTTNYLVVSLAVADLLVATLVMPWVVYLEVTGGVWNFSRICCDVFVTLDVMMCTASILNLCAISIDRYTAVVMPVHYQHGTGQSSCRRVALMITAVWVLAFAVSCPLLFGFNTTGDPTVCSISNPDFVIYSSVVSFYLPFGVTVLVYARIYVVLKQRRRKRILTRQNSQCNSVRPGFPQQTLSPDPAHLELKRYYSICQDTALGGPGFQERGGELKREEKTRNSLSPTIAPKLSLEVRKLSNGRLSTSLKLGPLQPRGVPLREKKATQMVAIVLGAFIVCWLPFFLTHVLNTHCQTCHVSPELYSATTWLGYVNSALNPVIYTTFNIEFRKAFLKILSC
#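 Agonist-mode cell screen: cells plated at 1500/well and incubated overnight at 37 °C, then exposed to library compounds for 90 min at 37 °C. Detection reagent was added for 30–60 min at room temperature, and luminescence was read.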
# SW480 rerep: A quantitative high throughput screen for small molecules that induce DNA re-replication in SW480 colon adenocarcinoma cells. SW480 DNA re-replication, Hoechst DNA content imaging, 48 h. Potency, µM (doses to about 46.1 µM), inactives show at the highest dose re-replication activation, usual class: activators. 340,000 compounds, 1.8% hits. AID 624297, 2012; note: potency is the fitted concentration of half-maximal effect; % of control where 0% means no effect; nearly all actives have a fitted effect of over 55% in size
#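 Per well, 250 cells were exposed to pinned compound for 48 hr. Nuclear DNA was visualised with Hoechst (40 min, 37 C) and total object intensity recorded by fluorescence scanning.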
# MCF10A rereplic: A quantitative high throughput screen for small molecules that induce DNA re-replication in MCF 10a normal breast cells; MCF 10A DNA re-replication, Hoechst nuclear intensity, 48 h; Potency, µM (titrated, usually from 46.1 µM), for inactives: at the highest dose activity, positive = re-replication, most hits filed as activators; 350,000 compounds, 2.9% hits; AID 624296, 2012; note: potency is the fitted concentration of half-maximal effect; % of control where 0% means no effect; nearly all actives have a fitted effect of over 50% in size
# IL1B secr inh: qHTS for Inhibitors of Inflammasome Signaling: IL-1-beta AlphaLISA Primary Screen; AID 743279, 2014; THP-1 LPS/ATP IL-1B secretion, AlphaLISA, 16 h; active compounds read low; activity change, % at 57.5 µM; 360,000 compounds, 4.7% hits; in the data active = activity change below about -50%; inconclusive = mostly about -30% to -49%; note: % is set by controls: 0 for no effect and ±100 for the full control effect
#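 Secreted IL-1B measured by AlphaLISA bead assay after 16 h compound exposure of THP-1 cells; compounds (final up to 57.5 uM) added 1 h before LPS (250 ng/mL) and ATP (1.25 mM) stimulation; lower signal means less secretion.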
# KB-3-1 tox: qHTS assay for MDR1-selective chemotherapeutics: Primary screen using the parental adenocarcinoma cell KB-3-1; KB-3-1 viability, CellTiter-Glo ATP luminescence, 72 h; Potency, µM (titrated, usually from 46.1 µM), without a hit: top-dose activity change, negative = cytotoxic, usual class: cytotoxic; 400,000 compounds, 1.4% hits; AID 1347075, 2019; note: potency is the fitted concentration of half-maximal effect; % is set by controls: 0 for no effect and ±100 for the full control effect; nearly all actives have a fitted effect of over 60% in size
#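 72 h, 37 °C compound treatment of KB-3-1 parental cells; CellTiter-Glo added, 10 min, luminescence read. Data corrected against DMSO-only plates and normalized before curve fitting.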
# HT1080NT lethal: qHTS for induction of synthetic lethality in tumor cells producing 2HG: qHTS for the HT-1080-NT fibrosarcoma cell line. HT-1080-NT fibrosarcoma viability, CellTiter-Glo ATP luminescence, 48 h. Potency, µM (doses to about 46.1 µM), inactives show at the top dose activity, negative = less viability, usual class: cytotoxic. 360,000 compounds, 1.6% hits;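 note: NT is the 2HG producing partner of a matched IDH1 knockdown line; potency is the fitted concentration of half-maximal effect; 0% = DMSO-treated cells and -100% = media-only wells without cells; nearly all actives have a fitted effect of over 55% in size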
#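 Read-out is CellTiter-Glo luminescence after 10 minutes at room temperature, following 48 hours' compound treatment of HT-1080-NT cells (750 cells/well, RPMI, 5% FBS, 37 degrees C).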
# Numbers without * were called inactive; ? = inconclusive; / = no result given; [ ] = dose if it differs, or a comment. Unless noted, calls come from the whole dose curve; as a rule, active = well fitted curve in the direction sought with a large enough effect; inconclusive = small, poorly fitted or top-dose-only effect, or another doubt; inactive = no such curve, though single readings can be large; an effect the other way counts as inactive or inconclusive.
SMILES,HEK293 tox,KB-V1 MDR tox,HT1080 IDH1KD tx,DRD3 agonist,SW480 rerep,MCF10A rereplic,IL1B secr inh,KB-3-1 tox,HT1080NT lethal
COc1cccc(C(=O)CSc2nnnn2C)c1,-21%,27%,5%,0,3%,-5%,16,6%,12%
Cc1cc(C)nc(NS(=O)(=O)c2ccc(Br)s2)c1,0%,-14%,-1%,-1,3%,23%,0,9%,-1%
O=C(COC(=O)/C=C/c1ccc(Cl)cc1)NC1CCCCCC1,0%,9%,10%,8,-14%,-2%,-2,8%,-10%
COc1cccc(/C=N/Nc2ncnc3scc(-c4ccccc4)c23)c1OC,?,-2%,11µM*,36*,?,?,-67*,-8%,20µM*
C(=C\c1ccccc1)/CSc1nnc(-c2ccccn2)n1Cc1ccco1,?,?,4.1µM*,-2,21µM*,7.9µM*,16,5.8µM*,5.8µM*
CCN(CC(=O)Nc1ccc(OC)cc1)C(=O)c1ccc(NS(=O)(=O)c2ccc(C(C)=O)cc2)cc1,7%,10%,-9%,-15,-39%[inhibitor],13%,-10,1%,0%
COc1ccc(C)cc1Nc1n[n+](-c2ccccc2)c(-c2c(Cl)cccc2Cl)s1,?,?,?,-52,?,?,0,?,?
CCc1cccc(CC)c1NC(=O)COC(=O)CC1c2ccccc2CCN1S(=O)(=O)c1ccccc1 (stereo not given),-8%,-1%,0%,5,13%,?,-2,-3%,0%
COc1ccc2c(c1)N(S(=O)(=O)c1ccccc1)CCC2=O,3%,-14%,4%,-2,-5%,5%,19,7%,9%
CC(C)CNC(=O)c1nn(Cc2ccccc2)c(=O)c2ccccc12,-7%,-21%,-12%,9,-2%,?,50,1%,8%
Cc1cc(C)nc(SCc2cc(=O)c(OC(=O)c3ccc(S(=O)(=O)N(C)C)cc3)co2)n1,-2%,-26%,0%,4,-5%,9%,24,3%,-4%
CCOC(=O)c1ccc(S(=O)(=O)Nc2cc(S(=O)(=O)Nc3ccc(OC)cc3)ccc2O)cc1,-4%,/,6%,6,-6%,?,16,/,0%
Cc1nn(C)c(Cl)c1CN1CCCC(CCC(=O)NCc2ccccc2F)C1 (stereo not given),6%[7.66 µM],-4%,16%,3,-7%,-3%,12,10%,4%
CCOc1ccccc1N(CC(=O)NC1CCCCC1)S(=O)(=O)c1ccc(C)cc1,15%,-5%,-11%,-1,3%,25%,-23,-22%,-8%
Cc1cccnc1NC(=O)CNC(=O)c1cccs1,-10%,?,-8%,-10,-6%,0%,13,4%,-5%
CCC(COC)Oc1cc(NCc2ccccc2)c2ncn(C(C)C)c2c1 (stereo not given),14%,0%,?,5,?,?,-90*,-32%,?
O=C(C1=C[C@@H](c2coc3ccccc3c2=O)C[C@@H](OCCCCO)O1)N1CCN(Cc2ccc3c(c2)OCO3)CC1,0%,-15%,-16%,-14,-14%,?,-10,-8%,-8%
CCOc1ccc(/C=N/NC(=O)c2ccc(O)cc2)cc1CN1CC2CC(C1)c1cccc(=O)n1C2 (stereo not given),-2%,-8%,-14%,-2,-40%[inhibitor],-2%,-3,0%,4%
Cc1cccc(C(=O)NCC(=O)N2CCOCC2)c1,8%,11%,-1%,-1,-9%,20%,23,-8%,3%
CCOC(=O)[C@]12CCCC=C1N(Cc1cccc3ccccc13)C(=O)[C@H](CC(=O)N1CCCC1)C2,-3%,9.2µM*,-10%,9,/,/,-19,-18%,-10%
C=CCOc1ccccc1CN1CCC(Cc2ccccc2)CC1,?,?,?,-10,17%,15%,-86*,-16%,-28%
O=C(CN(C(=O)c1csnn1)c1ccc(F)c(Cl)c1)NCc1ccc2c(c1)OCO2,1%,-24%,-2%,-2,-7%,0%,-18,-3%,-4%
O=S(=O)(c1ccc(F)cc1)N1CCN(CC2CC3C=CC2C3)CC1 (stereo not given),-6%,-24%,0%,-21,-6%,?,10,-6%,5%
O=C(COC(=O)c1cc(NS(=O)(=O)c2cccs2)ccc1O)Nc1ccc(F)c(F)c1F,-6%,5%,-4%,4,-3%,0%,26,19%,-29%
CC1CC(C)CN(S(=O)(=O)N2CCCC(C(=O)NC3CCCCC3)C2)C1 (stereo not given),0%,-14%,11%,-11,0%,0%,-4,0%,-1%
COc1ccc(S(=O)(=O)N2CCOCC2)cc1NC(=O)c1cccc2c(=O)c(C)c(-c3ccccc3)oc12,3%,2%,1%,4,/,/,-28,?,-2%
COc1ccccc1NC(=O)c1ccc(NC(=O)COC(=O)C2CC2C)cc1 (stereo not given),5%,-28%,20%,-6,0%,1%,?,23%,11%
COc1ccc(-c2csc(COC(=O)C(C)(C)C)n2)cc1,22%,5%,22%,-10,-14%,-2%,14,-8%,12%
Cc1ccc(OCC(=O)NC2CC(C)(C)NC(C)(C)C2)c(C)c1,12%,-10%,-3%,18,-1%,1%,-5,-1%,-4%
COc1ccc(N2CCN(C(=O)CSc3nnc(-c4cc5ccccc5cc4O)n3C)CC2)cc1,-18%,2.3µM*,?,22,-4%,2%,-11,18µM*,?
CCCNC(=O)C1(C)CCN(C(=O)c2ccc3c(c2)CCO3)C1 (stereo not given),1%,4%,25%,5,/,/,21,0%,20%
CCCN(CC(=O)Nc1ccc(Cl)cc1Cl)C(=O)/C=C/c1ccco1,1%,?,?,-7,-4%,9.2µM*,-24,?,?
CC[C@@]1(C(=O)OC)N[C@H](CN(C)C(=O)NC(C)C)[C@@H]2C(=O)N(Cc3ccccc3)C(=O)[C@@H]21,-2%,8%,2%,12,6%,8%,20,3%,3%
C#CCOCCOCCOCCNc1nc(N2CCN(C(=O)[C@H]([C@@H](C)O)n3cc(CCCCN)nn3)CC2)nc(N2CCN(C(=O)[C@H](CCCCN)n3cc(CC(C)O)nn3)CC2)n1 (stereo not given in full),3%,-24%,-2%,-11,-8%[9.22 µM],-4%,-10,-4%,-1%
Cc1cccc(-n2c(C)cc(/C=N/NC(N)=S)c2C)c1,?,?,21%,-9,-4%,17%,49,?,11%
Cc1cc(C)n2c(SCC(=O)NC3CCCCC3)nnc2n1,1%,17%,-7%,-2,-37%[inhibitor],-10%,-9,-1%,2%
CCN(C(=O)CN1C(=S)NC(C)(C)CC1C)c1ccc(C)c(C)c1 (stereo not given),-23%,?,2%,0,1%,4%,40,-20%,8%
Cc1cccc(CNC(=O)C2CCN(c3nn4cc(-c5ccc(F)cc5)nc4s3)CC2)c1,-10%,6%,/,5,/,/,/,2%,/
COc1ccc(-c2noc(-c3cccs3)n2)cc1OC,?,?,-3%,10,-17%,-19%,/,?,-5%
Cc1cc(C)c(NC(=O)Nc2ccccc2C)c(Cl)c1,-4%,-4%,11%,5,-21%,-2%,-15,-2%,25%
CN(C(=O)COC(=O)c1cc([N+](=O)[O-])ccc1Sc1ccccc1)C1CCS(=O)(=O)C1 (stereo not given),-3%,7%,0%,2,0%,-3%,20,-4%,-3%

# Some of the entries so far, tab-delimited:
Molecule	HEK293 tox	KB-V1 MDR tox	HT1080 IDH1KD tx	DRD3 agonist	SW480 rerep	MCF10A rereplic	IL1B secr inh	KB-3-1 tox	HT1080NT lethal
COc1cccc(C(=O)CSc2nnnn2C)c1	-21%	27%	5%	0	3%	-5%	16	6%	12%
Cc1cc(C)nc(NS(=O)(=O)c2ccc(Br)s2)c1	0%	-14%	-1%	-1	3%	23%	0	9%	-1%
O=C(COC(=O)/C=C/c1ccc(Cl)cc1)NC1CCCCCC1	0%	9%	10%	8	-14%	-2%	-2	8%	-10%
COc1cccc(/C=N/Nc2ncnc3scc(-c4ccccc4)c23)c1OC	?	-2%	11µM*	36*	?	?	-67*	-8%	20µM*
C(=C\c1ccccc1)/CSc1nnc(-c2ccccn2)n1Cc1ccco1	?	?	4.1µM*	-2	21µM*	7.9µM*	16	5.8µM*	5.8µM*
CCN(CC(=O)Nc1ccc(OC)cc1)C(=O)c1ccc(NS(=O)(=O)c2ccc(C(C)=O)cc2)cc1	7%	10%	-9%	-15	-39%[inhibitor]	13%	-10	1%	0%
COc1ccc(C)cc1Nc1n[n+](-c2ccccc2)c(-c2c(Cl)cccc2Cl)s1	?	?	?	-52	?	?	0	?	?
CCc1cccc(CC)c1NC(=O)COC(=O)CC1c2ccccc2CCN1S(=O)(=O)c1ccccc1 (stereo not given)	-8%	-1%	0%	5	13%	?	-2	-3%	0%
COc1ccc2c(c1)N(S(=O)(=O)c1ccccc1)CCC2=O	3%	-14%	4%	-2	-5%	5%	19	7%	9%
